UBC13 inh = UBC13 polyubiquitin chain formation inhibitors, primary screen, biochemical, TR-FRET, uHTS; 330,000 tested, 0.47% active; inhibition, % at 20 µM; in the data active means inhibition above about 45%, passing the limit was not always enough
EBI2 antag = EBI2 receptor antagonists, beta-arrestin recruitment, primary screen, cell-based, luminescence, 7a,25-OHC stimulation, uHTS | G-protein coupled receptor 183 (Homo sapiens), P32249 | 7a,25-OHC stimulated | inhibition, % at 5 µM | 360,000 tested, 0.81% active | AID 651636, 2012; in the data active means inhibition above about 38%;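 further: enzyme fragment complementation signal reports receptor beta-arrestin coupling in cells; 0% = agonist plus DMSO wells and 100% = wells without agonist; some results beyond the cut were filed as inactive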
697 NFkB inh = inhibitors of PMA/ionomycin-induced NF-kB reporter, 697 cells, primary screen, B-cell NF-kB inhibitor project, cell-based, luminescence, uHTS; 697 B-cell NF-kB luciferase reporter, 16 h; inhibition, % at 4 µM; 330,000 tested, 0.33% active; AID 435022, 2010; in the data active means inhibition above about 35%
Gli-Sufu block = Gli-Sufu pathway antagonists, primary screen, luciferase luminescence, Sufu-KO-LIGHT cells, uHTS | Sufu-KO-LIGHT fibroblasts, Gli luciferase reporter luminescence | inhibition, % at 5 µM | 340,000 tested, 0.74% active | AID 588413, 2011;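 active means inhibition above about 55%, limit read from the data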;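 further: 0% = DMSO-treated cells and 100% = wells with medium but no cells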
CCR6 antagonist = CCR6 receptor antagonists, primary screen, cell-based, CHO-K1, luminescence, beta-arrestin, uHTS; C-C chemokine receptor type 6 (Homo sapiens), P51684; CHO-K1 CCR6 PathHunter beta-arrestin, CCL20-stimulated; inhibition, % at 20 µM; 340,000 tested, 0.49% active;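 active means compounds whose inhibition of the agonist-driven luminescence signal at 20 µM reaches about 50%, limit read from the data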;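 further: cells stimulated with CCL20 at 14 nM final; plate controls were DMSO with CCL20 for no effect and DMSO without agonist for full effect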
Target sequence (P51684 whole entry, looked up): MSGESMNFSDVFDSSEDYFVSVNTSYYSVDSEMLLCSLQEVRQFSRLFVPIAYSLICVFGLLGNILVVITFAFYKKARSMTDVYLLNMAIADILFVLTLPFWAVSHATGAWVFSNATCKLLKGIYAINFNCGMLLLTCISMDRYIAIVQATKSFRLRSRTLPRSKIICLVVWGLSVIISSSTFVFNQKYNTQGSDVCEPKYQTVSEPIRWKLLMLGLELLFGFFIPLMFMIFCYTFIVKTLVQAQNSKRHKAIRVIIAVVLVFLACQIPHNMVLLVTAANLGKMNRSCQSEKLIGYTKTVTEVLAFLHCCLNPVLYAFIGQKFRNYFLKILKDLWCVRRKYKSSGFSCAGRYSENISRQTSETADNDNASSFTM
Jurkat NFkB inh = inhibitors of induced NF-kB luciferase reporter, primary screen, TCR NF-kB activation inhibitor project, cell-based, luminescence, uHTS. inhibition, % at 4 µM. Jurkat, PMA/ionomycin-induced NF-kB luciferase reporter. 330,000 tested, 0.53% active; in the data active means inhibition above about 50%
CXCR6 inh = CXCR6 receptor inhibitors, primary screen, cell-based, beta-arrestin, luminescence, CHO-K1 PathHunter, 1536-well; 360,000 tested, 0.36% active; AID 602244, 2012; inhibition, % at 20 µM; in the data active means inhibition above about 34%, passing the limit was not always enough;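 further: antagonist mode with CXCL16 agonist at 10 nM final; 0% = 10 nM CXCL16 with DMSO and 100% = unstimulated wells without agonist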
Target sequence (O00574 whole entry, looked up): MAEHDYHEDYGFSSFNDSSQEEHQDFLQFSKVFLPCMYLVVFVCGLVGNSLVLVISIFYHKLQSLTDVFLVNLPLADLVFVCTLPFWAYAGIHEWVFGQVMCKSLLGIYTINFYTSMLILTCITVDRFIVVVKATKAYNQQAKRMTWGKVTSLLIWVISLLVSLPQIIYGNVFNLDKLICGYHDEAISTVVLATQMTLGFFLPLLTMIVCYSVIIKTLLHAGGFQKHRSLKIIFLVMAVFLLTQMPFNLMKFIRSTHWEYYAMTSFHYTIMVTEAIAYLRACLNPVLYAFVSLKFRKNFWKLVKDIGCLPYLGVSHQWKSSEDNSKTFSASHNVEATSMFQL
APJ antagonist = antagonists of human apelin receptor APJ, primary screen, CHO-K1 cells, beta-arrestin complementation, luminescence. P35414. 330,000 tested, 0.32% active. inhibition, % at 20 µM;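 active means inhibition above about 40% at 20 µM, limit read from the data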;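 further: cells challenged with 10 nM apelin-13 agonist together with compound; plate controls were apelin-13 plus DMSO wells for no effect and DMSO wells lacking apelin-13 for full effect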
Target sequence (P35414 whole entry, looked up): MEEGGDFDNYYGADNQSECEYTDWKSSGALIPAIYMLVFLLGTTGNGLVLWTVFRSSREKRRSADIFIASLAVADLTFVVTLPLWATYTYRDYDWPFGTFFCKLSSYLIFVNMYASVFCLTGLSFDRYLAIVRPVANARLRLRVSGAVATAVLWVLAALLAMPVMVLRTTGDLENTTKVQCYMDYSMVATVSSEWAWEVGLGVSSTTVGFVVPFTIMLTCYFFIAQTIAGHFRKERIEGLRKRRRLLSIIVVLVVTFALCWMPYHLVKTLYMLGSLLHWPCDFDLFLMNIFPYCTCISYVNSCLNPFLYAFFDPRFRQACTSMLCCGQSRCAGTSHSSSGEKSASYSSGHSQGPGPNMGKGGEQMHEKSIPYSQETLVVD
Starred values were filed as active, the others as inactive; x = no result given; & = joins results of further samples.

SMILES | UBC13 inh | EBI2 antag | 697 NFkB inh | Gli-Sufu block | CCR6 antagonist | Jurkat NFkB inh | CXCR6 inh | APJ antagonist
CCC(=O)N(CCc1ccccc1)Cc1cc2cc3c(cc2[nH]c1=O)OCO3 | 6 | 13 | -4 | 32 | -3 | -8 | 2 | 9
Fc1ccc(NC(=S)N2CCc3ccccc3C2)c(F)c1 | 4 | -2 | -11 | 11 | -4 | -5 | 2 | -12
C/C(=N/O)c1ccc(N2C(=O)C3C4C=CC(C3C2=O)C2C3C(=O)N(c5ccc(/C(C)=N/O)cc5)C(=O)C3C42)cc1 (stereo unspecified) | -17 | x | -3 | x | x | -6 | x | 20
CC(C)Oc1c(N2CCOCC2)c(=O)c1=O | -6 | -7 | -18 | -3 | -3 | 8 | 3 | 11
CS(=O)(=O)c1ccc(Cl)c(NC(=O)C2CC(=O)N(Cc3ccco3)C2)c1 (stereo unspecified) | 1 | -1 | 14 | -4 | 7 | -7 | 7 | 8
O=C(CN1C(=O)c2ccccc2C1=O)Nc1ccccc1C(=O)NC1CCCCCC1 | -3 | 7 | 28 | 99* | -10 | 13 | 4 | 11
Cc1ccc(CCNC(=O)C2CCC(CNc3c(N4CCCC4)c(=O)c3=O)CC2)cc1 (stereo unspecified) | -5 | -8 | -5 | -20 | 1 | -9 | -6 | -4
O=C(Cc1cccs1)Nc1nnc(Cc2ccccc2)s1 | -13 | -6 | -10 | 44 | 12 | -7 | 3 | -10
COc1ccc(-c2cc(=O)oc3cc(OCC(=O)NCc4ccccn4)ccc23)cc1 | 12 | 1 | 18 | -17 | 8 | 4 | -10 | -35
Cc1ccc2[nH]cc(CCNC(=O)c3cccnc3)c2c1 | -2 | -10 | -2 | -3 | 21 | -17 | 0 | 3
COc1ccc(-c2[nH]c(-c3ccccc3)nc2SCC(=O)NC2CCCC2)cc1 | 7 | 22 | -31 | -1 | -3 | -16 | 2 | 4
CCOc1ccc(-c2ncncc2-c2ccc(OC)c(OC)c2)c(O)c1 | 0 | 0 | 4 | 0 | 6 | 12 | -9 | 0
Cc1ccccc1-c1nc(CS(=O)CC(=O)NCc2ccccc2)c(C)o1 (stereo unspecified) | -8 | 11 | 5 | 8 | 4 | 5 | 0 | 13
O=C(Oc1ccccc1C(=O)Oc1ccccc1)c1ccco1 | -16 | -10 | -32 | 3 | 2 | -13 | -3 | 1
O=C(CC(C(=O)c1ccccc1)c1ccccc1)c1ccccc1 (stereo unspecified) | x | 7 | x | 2 | 12 | x | 7 | x
CN(CC(=O)Nc1ccccc1C(F)(F)F)C(=O)CSCc1ccc(Cl)c(Cl)c1 | 0 | -6 | -14 | 8 | -4 | -13 | -10 | -5
CCOc1ccc(Nc2nc(N)nc(CN(C)C3CCCCC3)n2)cc1 | 14 | 1 | 3 | -9 | 12 | 0 | -4 | 0
CCN(C(=O)CSc1n[nH]c(N)n1)c1cccc2ccccc12 | -8 | 0 | -5 | -8 | 5 | -19 | 10 | -5
CCn1cc(S(=O)(=O)Nc2ccccc2C(F)(F)F)cn1 | 0 | 2 | 19 | 0 | -5 | 2 | 1 | 7
Cc1cc2cc(CNC(=O)c3ccc(S(=O)(=O)N4CCCC4)cc3)ccc2n1C | -1 | 2 | 12 | 9 | 1 | 0 | -1 | 3
CC(C)(Cc1ccccc1)/[N+]([O-])=C\c1ccc(C(F)(F)F)cc1 | -4 | 7 | -2 | 4 | 14 | 2 | -7 | -168
O=C(c1ccco1)N1CCN(C(=O)c2cc(=O)[nH]c3ccccc23)CC1 | 0 | -10 | -2 | 6 | 6 | -7 | -4 | 9
CC1CC(C)CN(Cc2nc(N)nc(Nc3ccc4ccccc4c3)n2)C1 (stereo unspecified) | 3 | 10 | -31 | -4 | -1 | 44 | -8 | -9
CC/C(=N\NC(=O)CSCc1ccccc1Br)c1ccc2c(c1)OCCO2 | 0 | 2 | -26 | -2 | 14 | 5 | -5 | -4
OC(COCCC12CC3CC(CC(C3)C1)C2)CN1CCCC1 (stereo unspecified) | 11 | -13 | -4 | 7 | 15 | -2 | 10 | -4
SMILES | UBC13 inh | EBI2 antag | 697 NFkB inh | Gli-Sufu block | CCR6 antagonist | Jurkat NFkB inh | CXCR6 inh | APJ antagonist
O=C(O)C(NC(=O)c1ccccc1)=C(Cl)Cl | 2 | 3 | -15 | -2 | 4 | 39 | -2 | 3
CC(C)NC(=O)N(C)C[C@H]1Oc2c(NC(=O)Nc3ccc4c(c3)OCO4)cccc2C(=O)N([C@H](C)CO)C[C@@H]1C | -6 | -7 | 23 | 4 | 3 | 0 | -6 | 6
Cc1ccnc(NS(=O)(=O)c2ccc(NC(=O)/C=C/c3ccccc3)cc2)n1 | -2 | -5 | -13 | 4 | 11 | -14 | 5 | 0
N=c1nc2n(cc1F)C1OC(CO)C(O)C1O2 (stereo unspecified) | x | 3 | x | 56* | 10 | x | -5 | x
COc1cccc(C(=O)Nc2ccc(S(=O)(=O)NCc3ccco3)cc2)c1 | 13 | 6 | -21 | 7 | 9 | 12 | -3 | -7
CCC[N+](CC#Cc1ccccc1)(CCC)CC(=O)c1ccc(Cl)cc1 | -4 | 9 | -2 | 6 | 43 | 2 | 15 | 60*
CCCc1cc(=O)[nH]c(SCC(=O)c2cc(C)n(CC3CCCO3)c2C)n1 (stereo unspecified) | 0 | 10 | -13 | -7 | -6 | 0 | -1 | -4
Clc1ncn(CCOc2ccccc2)c1Cl | 4 | 0 | 16 | x | 5 | 16 | -8 | 13
COc1cc(OC)c(NC(=O)N2CCOCC2)cc1Cl | 2 | -8 | -8 | -5 | -1 | -6 | -12 | 1
COC(=O)c1[nH]c2ccc(Cl)cc2c1NC(=O)CCN1CCOCC1 | 0 | 1 | -4 | 4 | -10 | -3 | -7 | 10
CCc1ccc(C(=O)Cn2cnc3cc([N+](=O)[O-])ccc3c2=O)cc1 | -10 | -1 | 7 | -44 | -23 | 16 | -13 | -23
COc1cc(C2C(C#N)=C(N)Oc3cc(C)oc(=O)c32)cc(OC)c1OC (stereo unspecified) | 1 | -11 | 5 | 9 | -2 | -7 | -2 | 9
O=C(/C=C/c1ccccc1)Nc1nnc(SCC(=O)c2ccc3ccccc3c2)s1 | -14 | 1 | -41 | -21 | 15 | 4 | 10 | -2
Cc1c(CCC(=O)N[C@@H](C)C(=O)O)c(=O)oc2c(C)c3oc4c(c3cc12)CCCC4 | 9 | -2 | 26 | 4 | -2 | 14 | 9 | -22
Cc1cc(Cl)c(S(=O)(=O)N2CCCC2)cc1OCC(N)=O | 8 | -11 | 7 | 13 | 17 | 7 | 4 | 6
Cc1ccccc1NC(=O)COc1ccccc1C | 0 | 0 | 20 | x | 10 | -3 | -3 | 14
Cc1cccc(C(=O)N2CCN(c3ccc([N+](=O)[O-])c(NCc4ccco4)c3)CC2)c1 | -31 | 18 | 1 | 8 | 15 | 15 | 10 | 10
Cc1ccc(O/C=C2\OC(=O)c3ccccc32)cc1 | -2 | 56* | 4 | -7 | 4 | -2 | 2 | 8
CCC(C)(C)n1nnnc1C(c1ccccc1F)N1CCC(C(N)=O)CC1 (stereo unspecified) | -11 | 8 | -7 | -17 | 3 | 5 | -8 | 1
COc1ccc(-n2c(C)cc(/C=C/c3nc(O)c([N+](=O)[O-])c(=O)[nH]3)c2C)cc1 | -12 | 13 | 14 | -2 | 5 | -2 | 4 | 1
COc1ccc(C(C(=O)NC2CCCC2)N(Cc2ccc(F)cc2)C(=O)c2ccn[nH]2)cc1OC (stereo unspecified) | -6 | -2 | 11 | -1 | -7 | 26 | -1 | -2
CC1CC(=O)Nc2ccccc2N1C(=O)CSc1ccc2ccccc2n1 (stereo unspecified) | 0 | -7 | -6 | 20 | 3 | -4 | 6 | 3
COc1ccc(N2C(=O)c3ccccc3NC2c2ccc(OC)c(Cn3cc([N+](=O)[O-])cn3)c2)cc1 (stereo unspecified) | -3 | 13 | -37 | -57 | 19 | -50 | 10 | 11
CC(=O)Nc1nc(C)c(-c2csc(Nc3ccccn3)n2)s1 | 1&9 | -5&5 | -86&-58 | -31&-87 | 7&1 | -95&-85 | 4&-15 | -13&-8
Cc1ccc(NC(=O)Cn2nc(C(F)(F)F)c3c2CCC3)cc1 | 1 | -2 | -1 | 7 | -17 | 8 | 6 | -17

A stretch from further up:
SMILES | UBC13 inh | EBI2 antag | 697 NFkB inh | Gli-Sufu block | CCR6 antagonist | Jurkat NFkB inh | CXCR6 inh | APJ antagonist
CCOc1ccc(-c2ncncc2-c2ccc(OC)c(OC)c2)c(O)c1 | 0 | 0 | 4 | 0 | 6 | 12 | -9 | 0
Cc1ccccc1-c1nc(CS(=O)CC(=O)NCc2ccccc2)c(C)o1 (stereo unspecified) | -8 | 11 | 5 | 8 | 4 | 5 | 0 | 13
O=C(Oc1ccccc1C(=O)Oc1ccccc1)c1ccco1 | -16 | -10 | -32 | 3 | 2 | -13 | -3 | 1
O=C(CC(C(=O)c1ccccc1)c1ccccc1)c1ccccc1 (stereo unspecified) | x | 7 | x | 2 | 12 | x | 7 | x
CN(CC(=O)Nc1ccccc1C(F)(F)F)C(=O)CSCc1ccc(Cl)c(Cl)c1 | 0 | -6 | -14 | 8 | -4 | -13 | -10 | -5

Next section.
SMILES | UBC13 inh | EBI2 antag | 697 NFkB inh | Gli-Sufu block | CCR6 antagonist | Jurkat NFkB inh | CXCR6 inh | APJ antagonist
COc1ccccc1C(CNC(=O)CNC(=O)c1cccc(Cl)c1)N1CCCC1 (stereo unspecified) | x | 5 | x | 11 | -1 | x | -5 | x
COc1cccc(Nc2nc(Nc3ccc(Cl)c(C(=O)O)c3)nc(C)c2[N+](=O)[O-])c1 | -5 | 3 | 13 | -4 | 20 | 5 | 10 | 14
C(=C\c1ccco1)/c1nc2ccccc2[nH]1 | -14 | -5 | -3 | x | 2 | 11 | 3 | 2
S=C(Nc1cccc(Cl)c1)Nc1cccc2cnccc12 | x | 14 | x | 4 | 10 | x | 2 | x
CSc1ccccc1NC(=O)c1ccc(C)o1 | 9 | 7 | -4 | -16 | -8 | -16 | -2 | -31
COc1cc(/C=N/NC(=O)c2cc(C3CC3)[nH]n2)ccc1O | -13 | -6 | -13 | 2 | 2 | 12 | -3 | 1
O=C(CC(=O)Nc1ccccc1F)Nc1ccccc1F | 5 | -16 | 11 | -6 | 4 | -2 | 3 | 12
CC1Cc2nc(SCC(=O)NCC3CCCO3)n(C)c(=O)c2S1 (stereo unspecified) | -10 | -2 | -17 | -3 | -5 | -31 | 1 | -50
COc1ccc(Cl)cc1C(=O)NNC(=O)C1CCCO1 (stereo unspecified) | -2 | -1 | -10 | -8 | 3 | -28 | 0 | -36
CC1CCN(CCCn2c(SCC(=O)NC3CCCC3)nc3ccccc3c2=O)CC1 | 6 | 4 | -5 | -4 | 12 | -1 | 6 | 18
CNC(=O)/C(C#N)=C/c1c(F)cccc1Cl | 12 | -41 | 21 | 0 | 4 | 24 | 2 | -8
COC(=O)Cc1c(O)ccn(CCc2ccc(OC)c(OC)c2)c1=O | -1 | -13 | -4 | -6 | -5 | 4 | -10 | 1
C(=NC12CN3CN(CN(C3)C1)C2)c1ccc2c(c1)OCO2 | 7 | -3 | 25 | 5 | -17 | 4 | -2 | -10
Cc1ccc(-c2nnc(NCc3nc4ccccc4[nH]3)c3ccccc23)cc1S(=O)(=O)N1CCCCC1 | -4 | 17 | -19 | 11 | 17 | 17 | 10 | 23
O=C(O)c1ccc2c(c1)N(Cc1cccc(F)c1)C(=O)CS2 | -10 | -7 | 5 | 4 | 11 | 8 | -7 | -73
CCOc1ccc(CCNC(=O)C2CCCN(S(=O)(=O)N3CCOCC3)C2)cc1OCC (stereo unspecified) | 7 | 7 | 6 | -1 | 8 | 15 | -8 | 1
CCCN(Cc1cc2cc(OC)ccc2[nH]c1=O)C(=O)c1ccncc1 | 0 | -7 | 10 | 2 | -10 | 28 | -10 | 36
O=C(NC1CCCCC1)c1nc2c(nnn2Cc2ccccc2Cl)c(=O)[nH]1 | -18 | 8 | -2 | -8 | 8 | 3 | -10 | 7

Screens as filed in PubChem BioAssay.
